Screens as filed in PubChem.
Yeast life ext = extends the lifespan of yeast; hit rate 0.68% among 130,000; S. cerevisiae growth with nicotinamide, OD615; deaD strain in restrictive glucose medium; inhibition of the nicotinamide effect, % at 10 µM;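 active = inhibition above a set limit, placed 3 SD over the median of all compounds, cut at about 26% in these data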;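 also: 0% = nicotinamide-treated wells and 100% = cells grown without nicotinamide; some compounds called inactive have numbers as strong as hits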
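System: Modified budding yeast, DeaD strain | Buffer or medium: Restrictive glucose medium | Also added: 1.5 mM nicotinamide | Doses: 10 µM single point, 0.25% DMSO | Schedule: 48 h compound exposure at 30 °C, humidified | Detection: Absorbance at 615 nm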
BB579 growth dn = chemicals that inhibit yeast BB579 growth in restrictive medium (lifespan-shortening candidates). S. cerevisiae BB579 growth, OD615, 48 h. inhibition, % at 10 µM. hit rate 0.51% among 140,000;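 active = inhibition above a set limit, 3 SD over the mean compound inhibition, cut at about 44% in these data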; also: inactives centre near -24
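System: Saccharomyces cerevisiae DeaD strain BB579, replicative lifespan model yeast. Buffer or medium: restrictive glucose-based CSMM-D medium. Doses: one dose, 10 µM compound with 0.25% DMSO. Timing: 4 h preincubation and 48 h exposure at 30 °C. Detection: turbidity as optical density at 615 nm. Benchmarks: amphotericin B 10 µg/mL, positive.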
MRP1 act = activators of MRP-1; H69AR cells + doxorubicin, viability rescue, CellTiter-Glo; viability increase, % at 10 µM; hit rate 0.61% among 140,000; AID 799;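 active = viability gain under doxorubicin at or above a set limit, the compound median plus 3 SD, cut at about 4.7% in these data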;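 also: MRP-1 overexpressing cells given doxorubicin 25 µM after compound pretreatment; 18-22 h compound pretreatment then 72 h with doxorubicin before readout; 0% = doxorubicin-only wells and 100% = vehicle-treated cells without doxorubicin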
Phagocyt inh = inhibitors of macrophage phagocytosis | J774A.1 macrophage IgG-bead phagocytosis, imaging | inhibition, % at 5 µM | hit rate 0.07% among 110,000 | AID 1029;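 active = inhibition above the mean of the plate negative controls plus 5 SD, cut at about 13% in these data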;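 also: phagocytic index as fraction of beads internalized from green versus red external bead signal; plate controls were DMSO negative control for no effect and cytochalasin-D positive control for full effect; some results beyond the cut were filed as inactive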
E-sel TNF inh = TNF alpha driven E-selectin expression inhibition; HUVEC TNFa-induced E-selectin immunofluorescence, high content; hit rate 0.71% among 120,000; inhibition, % at 2 µM;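 active = inhibition above the batch mean plus 3 SD, and confirmed as a hit on visual image review, cut at about 43% in these data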;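 also: 0% = TNF-stimulated DMSO wells and 100% = unstimulated control wells; not every result past the cut was called active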
Measles CPE = protection of cells from measles virus | Measles virus-infected cells, CPE protection, absorbance | protection (pct of control), % at 4 µM | hit rate 1.5% among 140,000; in the data active = protection mostly above about 24%, no sharp cut-off; inactive = mostly below about 26%; also: some compounds called inactive have numbers as strong as hits
GALR2 blocker = blocks the human galanin receptor 2. hit rate 0.39% among 140,000. GALR2-expressing cells, antagonist mode. inhibition, % at 4 µM; in the data active = inhibition above about 27%;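 also: cells stimulated with galanin 1-16 at roughly its EC80; 0% = agonist challenge control and 100% = basal control without agonist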
Target sequence (O43603 whole entry, looked up): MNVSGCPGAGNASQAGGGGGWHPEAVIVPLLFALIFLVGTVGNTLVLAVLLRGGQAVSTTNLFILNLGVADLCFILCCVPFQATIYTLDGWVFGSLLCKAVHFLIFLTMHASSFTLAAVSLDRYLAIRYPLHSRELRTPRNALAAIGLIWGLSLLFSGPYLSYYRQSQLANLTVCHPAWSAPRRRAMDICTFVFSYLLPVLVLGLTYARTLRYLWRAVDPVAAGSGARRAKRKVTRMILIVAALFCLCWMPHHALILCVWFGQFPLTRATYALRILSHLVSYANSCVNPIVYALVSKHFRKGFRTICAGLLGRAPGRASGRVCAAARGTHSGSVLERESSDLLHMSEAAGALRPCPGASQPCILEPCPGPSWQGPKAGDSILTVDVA
NPY Y2 blocker = antagonists of human neuropeptide Y receptor Y2; P49146; NPY-Y2 expressing cells, antagonist mode; inhibition, % at 2.7 µM; hit rate 0.99% among 140,000; AID 793; in the data active = inhibition above about 17%;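 also: 0% = vehicle with agonist challenge and 100% = reference antagonist with challenge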
Target sequence (P49146 whole entry, looked up): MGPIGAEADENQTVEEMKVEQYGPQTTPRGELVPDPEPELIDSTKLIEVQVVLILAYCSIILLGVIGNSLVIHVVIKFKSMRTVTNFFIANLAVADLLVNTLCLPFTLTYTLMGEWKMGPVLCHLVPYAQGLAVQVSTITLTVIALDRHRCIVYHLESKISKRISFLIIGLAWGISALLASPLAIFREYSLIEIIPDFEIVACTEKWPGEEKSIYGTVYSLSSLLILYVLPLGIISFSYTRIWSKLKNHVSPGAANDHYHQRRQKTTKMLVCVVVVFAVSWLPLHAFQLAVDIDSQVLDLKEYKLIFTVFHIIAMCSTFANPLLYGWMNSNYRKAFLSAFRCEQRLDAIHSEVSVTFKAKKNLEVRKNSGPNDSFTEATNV
HCT116 PTEN-null = growth suppressors of cells with PTEN tumor suppressor deletion; HCT116 PTEN-null viability, CellTiter-Glo, 60 h; hits give low values; viability, % at 10 µM; hit rate 1.2% among 140,000;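 active = viability at or below a set limit, 4 SD under the median of all tested compounds, cut at about 3.7% in these data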;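 also: PTEN knockout HCT116 line with beta catenin targeted HCT116 as companion control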
bCat KO growth = beta-catenin-lacking colon tumor cell growth suppression; viability, % at 10 µM; hit rate 1.5% among 140,000; HCT116 beta-catenin knockout viability, CellTiter-Glo, 60 h; hits give low values;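 active = viability at or under a set limit, the compound median less 4 SD, cut at about 6% in these data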;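 also: 0% = Hyamine 1622 control at 20 µM and 100% = untreated cell control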
The depositor's hits bear a star; nt = no result given.

The line under a structure holds: Yeast life ext	BB579 growth dn	MRP1 act	Phagocyt inh	E-sel TNF inh	Measles CPE	GALR2 blocker	NPY Y2 blocker	HCT116 PTEN-null	bCat KO growth
O=C(CCS(=O)(=O)Cc1ccccc1)N1CCN(c2ccccc2)CC1
    -11	-18	0.3	-1	5	16	0	0	94	92
CCOc1ccc(-n2cc(-c3ccccc3)c3c(SC(C)C(=O)OC)ncnc32)cc1 (stereo not given)
    6	-37	2.5	-2	nt	19*	-5	6	61	73
COC(=O)Nc1ccc(S(=O)(=O)N2c3ccccc3CCC2C)cc1 (stereo not given)
    -8	-40	-5.1	0	-57	9	20	0	20	19
O=C(CSc1nnnn1-c1ccccc1)N1CCCc2ccccc21
    -7	-59	0.1	-2	6	4	-8	2	92	100
O=C(CSc1nnc(-c2ccncc2)n1Cc1ccco1)Nc1nc(-c2ccccc2)cs1
    -2	-40	-5.2	-2	-1	15	3	-1	13	14
CC1Cc2ccccc2N1CC(=O)Nc1ccc2c(c1)OC(F)(F)O2 (stereo not given)
    -8	-67	-0.9	3	-6	10	-3	1	77	74
Cc1ccc(Cn2c(SCCN3CCCCC3)nc3c2c(=O)n(C)c(=O)n3C)cc1
    -4	-51	-3.4	-3	3	10	3	4	76	81
CCN(CC)Cc1csc(C(N)=O)c1
    -1	-47	0.2	3	-17	1	-5	4	103	97
CCOc1ccccc1NC(=O)CCc1ccc(C)o1
    -12	4	-2.3	-4	10	30	5	1	91	84
CCCn1c(N2CCC(Cc3ccccc3)CC2)nc2c1c(=O)[nH]c(=O)n2C
    -5	-27	-5.0	0	-13	32	-4	5	61	66
CCOc1ccc2nc(NC(=O)C3CCN(c4cnccn4)CC3)sc2c1
    -15	-33	-1.0	nt	-17	8	-9	-3	76	86
O=C(c1cc2cc(Cl)ccc2oc1=O)N1CCOCC1
    0	-4	-0.7	0	-8	10	3	4	94	94
Cc1cc(=O)[nH]c(/N=C(\N)Nc2cccc3ccccc23)n1
    -11	-43	-0.7	0	14	10	2	-2	86	92
COC(=O)c1sc(S(=O)(=O)NCc2ccccc2)c(C(=O)OC)c1C
    1	-44	-2.6	0	3	33	2	-1	96	91
O=C(NCCCn1ccnc1)C1c2ccccc2Oc2ccccc21
    -5	-2	-3.3	-2	9	11	19	-1	95	94
Cc1cc(C)c2c(N)c(C(=O)NCC3CCCCC3)sc2n1
    -2	21	0.2	-1	-11	25*	3	0	96	93
COC(=O)c1ccccc1NC(=O)C(CCS(C)(=O)=O)NC(C)=O (stereo not given)
    -19	-15	-1.2	nt	nt	2	6	2	80	84
C/C(N)=C(/C#N)C(=O)CSc1nc2cc(Cl)ccc2s1
    -16	-16	-2.3	1	nt	16	-14	-1	81	81
COCC(=O)N(Cc1cc2ccccc2[nH]c1=O)c1ccccc1OC
    -4	-14	-1.1	-1	nt	8	3	-1	78	98
COc1ccc(C(=O)c2oc3ccc(OC)cc3c2N)cc1
    -9	4	-0.8	0	10	5	16	2	102	97
CCc1ccc(NC(=O)C(=O)NNC(=O)COc2cccc(OC)c2)cc1
    2	-39	2.6	-3	nt	5	14	4	99	92
COc1ccc(CN(CCCN2CCOCC2)C(=O)Nc2ccccc2)cc1OC
    -3	-38	-0.9	-1	nt	16	-10	-3	87	90
COc1cc(C2c3c(oc4cc(C)c(C)cc4c3=O)C(=O)N2c2cc(C)ccn2)ccc1O (stereo not given)
    8	-35	-1.3	0	4	5	-1	4	39	33
O=C(COC(=O)c1ccc(S(=O)(=O)NCc2ccco2)cc1)c1ccccc1
    0	-33	1.8	-6	nt	14	11	0	101	91
COC(=O)c1ccc2c(=O)n(Cc3ccc(C(=O)NC4CCCC4)cc3)c(=S)[nH]c2c1
    -1	-20	-1.8	2	nt	19	4	0	62	71
COc1cccc(/C=N/c2oc(-c3ccccc3)cc2C#N)c1O
    -10	-62	1.8	0	31	7	-3	2	102	92
CCOc1ccccc1NC(=S)N1CCC(c2nc3ccccc3o2)CC1
    -1	-29	-2.2	-6	nt	18	0	3	82	82
Cc1cc(C)n(-c2nc3ccccc3nc2N2CCOCC2)n1
    -1	3	0.3	nt	0	4	9	0	85	89
CC(C)(CO)NCc1cccc(OCc2ccc(Cl)cc2)c1
    0	-11	-2.4	-1	nt	7	-9	5	76	75
Nc1ncn(C(=O)c2ccco2)n1
    -1	-4	0.5	1	-9	7	8	2	102	94
CCOC(=O)c1c(-c2cccs2)csc1NC(=O)CCCC(=O)O
    -9	-5	-3.4	nt	nt	18	-9	13	90	94
CC(N=c1ccccn1C(=O)Nc1cccc(C(F)(F)F)c1)c1ccco1 (stereo not given)
    -17	-28	-3.4	0	13	3	0	3	82	89
CC(C)(C)c1ccc(OCC(O)CSc2ncn[nH]2)cc1 (stereo not given)
    -10	-65	6.8*	-1	-11	4	-2	0	nt	80
COCCSc1ccccc1C(=O)Nc1nncs1
    -11	-16	-0.8	1	-21	6	0	3	106	94
O=C(c1ccc(Cn2cc(Br)cn2)o1)N1N=C(C(F)F)CC1(O)C(F)F (stereo not given)
    -5	-8	-0.5	0	0	9	7	3	99	91
Cc1c(-c2cccs2)[n+](=O)c2c(n1[O-])CCCC2
    4	-23	-2.1	nt	nt	7	10	2	99	95
COc1ccc(CNC(=O)c2c(O)c3cccc4c3n(c2=O)CCC4)cc1OC
    34*	-52	3.5	2	-40	15	16	2	84	93
COc1cc(OC)cc(C(=O)OCc2cc3ccccc3[nH]c2=O)c1
    -9	-47	-1.0	4	nt	24	-1	-1	113	103
Cc1ccc(C2CC(c3ccco3)n3nc(N)nc3N2)cc1 (stereo not given)
    -5	-6	-1.8	0	nt	7	6	4	101	88
O=C(NCCc1ccccc1)c1ccc([N+](=O)[O-])cc1
    -30	-4	-1.6	nt	26	14	-19	0	96	102
O=C(/C=C/c1ccccc1Cl)N1CCN(c2ncccn2)CC1
    -8	-27	-0.4	-1	-42	14	-2	4	103	101
Cc1ccccc1OCC(=O)Nc1sc(C(=O)Nc2cccc(C)c2C)c(C)c1C#N
    -10	-33	-1.7	2	16	103*	-9	3	87	87
CCS(=O)(=O)N1CCCC(C(=O)N2CCc3ccccc3C2)C1 (stereo not given)
    -3	-19	-2.3	nt	nt	7	3	1	103	95
COC(=O)C(O)(CC(=O)Nc1cccc(SC)c1)C(F)(F)F (stereo not given)
    -22	-22	-1.9	8	-18	5	-1	5	97	101
CN1CCN(S(=O)(=O)c2ccc3c(c2)NC(=O)C2CCCN32)CC1 (stereo not given)
    0	-30	-1.4	nt	-29	3	-6	-1	102	93
Cc1cc(C(=O)OCC(=O)N2CC(=O)Nc3ccccc32)c(C)n1-c1ccc(F)cc1
    -5	-5	-3.0	8	-5	11	-4	1	57	61
CCn1c(C)cc(/C=C2/NC(=O)N(Cc3ccccc3F)C2=O)c1C
    2	-26	2.4	-3	-2	21	3	-1	96	88
Cc1ccc(S(=O)(=O)Nc2nonc2C)cc1
    1	-36	0.0	0	nt	3	-4	1	104	91
CO/N=C(/CS(=O)(=O)c1ccc(C)cc1)c1ccc(OC)cc1
    -13	7	-4.4	0	7	3	-1	3	83	77
CCOC(=O)c1cccnc1SCC(=O)NC(C)CC (stereo not given)
    -4	-33	-1.3	nt	-19	16	9	4	99	97
FC(F)(F)c1cccc(Cn2nnnc2-c2cccc(C(F)(F)F)c2)c1
    -7	-37	-2.3	nt	-11	14	3	7	73	78
CC(C)(C)c1nnc2sc(SCCN3C(=O)c4ccccc4C3=O)nn2c1=O
    18	9	-1.7	0	12	7	-8	-1	86	87
COc1ccc(/C=N/NC(=O)CC(=O)NCc2cccnc2)c(OC)c1
    -5	1	-1.1	-11	nt	28	-5	1	102	92
Cc1cccn2c(/C=N/OCc3cccc(F)c3)c(-c3ccc(Cl)cc3)nc12
    -8	-27	-0.3	nt	0	22	-8	0	64	65
Cc1occc1-c1nnc(SCC(=O)NCCc2ccccc2)n1C(C)c1ccccc1 (stereo not given)
    -7	-18	-0.5	0	-18	4	6	6	93	79
Cc1ccc(C(=O)NNC(=O)OC(C)(C)C)c(Cl)c1
    -16	-16	-0.3	nt	-33	5	-3	3	108	90
O=C(NCc1ccccc1)N(Cc1nc2ccccc2c(=O)[nH]1)C1CCCC1
    -20	-43	-3.7	0	-43	3	1	2	101	97
CC(C)(O)C#Cc1ccc(C(=O)N2CCN(C(=O)c3ccco3)CC2)cc1
    -5	-12	0.0	-1	7	1	1	4	103	98
CCOC(=O)C1=C(CSc2n[nH]c(N)n2)NC(=O)NC1C (stereo not given)
    -24	20	-1.7	-1	36	7	-7	-1	108	93
Cc1cc(NC(=O)CCC2COc3ccccc3O2)no1 (stereo not given)
    -25	-19	0.0	-1	33	19	7	-3	95	98
